Source: PubChem BioAssay
Coupling enz – qHTS Assay for Inhibitors of Fructose-1,6-bisphosphate Aldolase from Giardia Lamblia: Coupling assay counterscreen; coupling enzyme system counterscreen, AmpLite Red fluorescence; activity change, negative = inhibition, % at 58.2 µM, hits read low; 290,000 compounds, 0.67% hits; AID 2472, 2010; in the data active = activity change below about -30%; note: % is set by controls: 0 for no effect and ±100 for the full control effect
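First, compound is pin-transferred into glyceraldehyde-3-phosphate coupling-enzyme reagent at 57.5 uM final and held 10 min at RT. Next, substrate, coupling system and AmpLite Red are added. After 20 min RT, fluorescence (525/598 nm) is read.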
MBNL1-CUG inh – qHTS Assay for Inhibitors of MBNL1-poly(CUG) RNA binding | TR-FRET MBNL1-His/biotin-(CUG)12 binding, 665/545 ratio | Muscleblind-like protein 1 (Homo sapiens), Q9NR56 | Potency, µM (top dose mostly 57.5 µM), for inactives: top-dose activity change, negative = inhibition, most hits filed as inhibitors | 280,000 compounds, 0.036% hits; active = well fitted inhibition curve with a large enough effect in the signal ratio, with a control signal flat, not every such curve was filed as active; inconclusive = small, poorly fitted or top-dose-only effect, or effect the other way, or a change in a side signal; inactive = no such curve, though single readings can be large or run the other way; the % refers to the signal ratio; note: potency is the fitted concentration of half-maximal effect; % is set by controls: 0 for no effect and ±100 for the full control effect
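Ratiometric TR-FRET (665 over 545 nm, excitation 340 nm) tracks disruption of MBNL1-His/biotin-(CUG)12 complex after 60 min at room temperature, with compounds at 92 nM to 58 uM final.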
a7 integrin act – qHTS for Activators of Integrin-Mediated Alleviation for Muscular Dystrophy; Potency, µM (doses to about 38.3 µM), without a hit: at the highest dose activation, actives largely listed as activators; 350,000 compounds, 0.064% hits; alpha7betagal myoblasts, beta-gal FDG fluorescence, 48 h; AID 624291, 2012;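 note: potency is the fitted concentration of half-maximal effect; 100% = response of the positive control SU9516; nearly all actives have a fitted effect of over 60% in size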
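Alpha7betagal+/- myoblasts (passage 13) were plated 16-24 hr, then exposed to compounds (1:260 dilution of DMSO stock) for 48 hours at 37C. After MPER lysis, β-galactosidase reporter activity was read as FDG fluorescence (ex 480/em 540) after 30 minutes.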
S-ASM inh – Inhibitors of Secretory Acid Sphingomyelinase (S-ASM): qHTS | Sphingomyelin phosphodiesterase (Homo sapiens), P17405 | placental ASM, HMU-PC fluorogenic substrate, 60 min | Potency, µM (titrated, usually from 57.5 µM), without a hit: at the top dose activity change, negative = inhibition, most hits filed as inhibitors | 340,000 compounds, 0.006% hits | AID 504937, 2011; note: potency is the fitted concentration of half-maximal effect
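Fluorogenic HMU-PC substrate (9 uM final) is turned over by placental ASM in 60 min at 37 C after a 10 min compound preincubation. Reaction ended by alkaline stop (pH 10), with fluorescence read at 386/447 nm.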
AT treatment – qHTS Assay for Identifying a Potential Treatment of Ataxia-Telangiectasia; Potency, µM (doses to about 57.5 µM), for inactives: at the highest dose activation, hits mostly activators; 320,000 compounds, 0.19% hits; […] A-T fibroblasts, KAP-1 phosphorylation AlphaLISA; neocarzinostatin DNA damage 30 min before lysis; note: potency is the fitted concentration of half-maximal effect; % of control where 0% means no effect; nearly all actives have a fitted effect of over 45% in size
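ATM-like activity read as KAP-1 phosphorylation via AlphaLISA donor/acceptor antibody pairs after lysis and 6 hr at 25C. Cells were ATM-null patient fibroblasts ([…], hTERT), dosed 60 min, then exposed to the DSB inducer NCS for 30 min.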
hERG WT inh – qHTS for Inhibitors of KCHN2 3.1: Wildtype qHTS. activity change, % at 1.84 µM. Voltage-gated inwardly rectifying potassium channel KCNH2 (Homo sapiens), Q12809. U2OS, BacMam KCNH2, thallium flux FluxOr; active compounds read low. 340,000 compounds, 0.37% hits;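 active = maximum activity change below -70%; inconclusive = maximum activity change between -70% and -50%; inactive = maximum activity change above -50%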; note: % is set by controls: 0 for no effect and ±100 for the full control effect
Target sequence (Q12809 whole entry, looked up): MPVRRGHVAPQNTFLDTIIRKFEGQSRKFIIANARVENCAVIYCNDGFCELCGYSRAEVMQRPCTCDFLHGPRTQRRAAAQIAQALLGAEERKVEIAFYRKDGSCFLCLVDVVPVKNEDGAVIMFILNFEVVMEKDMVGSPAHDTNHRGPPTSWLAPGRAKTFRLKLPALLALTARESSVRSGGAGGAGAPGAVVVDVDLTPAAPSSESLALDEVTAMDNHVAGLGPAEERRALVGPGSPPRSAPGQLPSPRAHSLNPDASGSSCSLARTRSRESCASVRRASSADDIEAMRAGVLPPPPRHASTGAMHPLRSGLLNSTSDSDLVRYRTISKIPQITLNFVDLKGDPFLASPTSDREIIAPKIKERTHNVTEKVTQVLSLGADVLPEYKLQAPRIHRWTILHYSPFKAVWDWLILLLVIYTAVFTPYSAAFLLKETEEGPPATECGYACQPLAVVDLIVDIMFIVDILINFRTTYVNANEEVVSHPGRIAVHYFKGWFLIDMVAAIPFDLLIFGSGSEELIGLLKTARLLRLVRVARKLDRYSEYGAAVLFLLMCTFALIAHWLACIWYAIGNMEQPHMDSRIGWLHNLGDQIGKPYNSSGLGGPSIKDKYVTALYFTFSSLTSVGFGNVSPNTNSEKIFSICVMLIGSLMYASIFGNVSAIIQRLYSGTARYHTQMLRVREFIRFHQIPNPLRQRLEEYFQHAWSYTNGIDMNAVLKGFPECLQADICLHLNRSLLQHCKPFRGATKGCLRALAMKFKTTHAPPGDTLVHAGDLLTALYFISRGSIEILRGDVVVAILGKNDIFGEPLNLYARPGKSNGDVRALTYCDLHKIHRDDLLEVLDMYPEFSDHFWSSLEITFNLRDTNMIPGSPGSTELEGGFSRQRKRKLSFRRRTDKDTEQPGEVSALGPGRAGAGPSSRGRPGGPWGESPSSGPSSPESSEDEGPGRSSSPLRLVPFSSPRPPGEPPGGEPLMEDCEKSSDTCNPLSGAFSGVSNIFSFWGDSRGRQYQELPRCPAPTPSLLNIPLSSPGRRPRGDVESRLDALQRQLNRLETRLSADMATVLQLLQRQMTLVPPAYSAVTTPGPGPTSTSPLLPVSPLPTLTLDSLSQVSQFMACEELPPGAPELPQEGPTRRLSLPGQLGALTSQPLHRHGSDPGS
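U2OS cells were transduced with wild-type KCNH2 virus (2.03 x 10^8 / mL) for 4 h at room temperature, then cultured overnight at 37 C. Thallium flux was read with FluxOr dye. Rate constants were normalized to DMSO controls.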
GALK inh – qHTS Assay for Inhibitors of Human Galactokinase (GALK) | Purified GALK, Kinase-Glo residual ATP luminescence | Potency, µM (series often up to 57.5 µM), for inactives: at the top dose activity change, negative = inhibition, hits mostly inhibitors | 270,000 compounds, 0.007% hits; note: potency is the fitted concentration of half-maximal effect; % is set by controls: 0 for no effect and ±100 for the full control effect
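Compounds were pin-transferred into ATP buffer (35 uM final), then GALK plus galactose (5 nM, 100 uM final) was added. After 1 h at room temperature, Kinase-Glo Plus was added and luminescence read after 10 min.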
KCNH2 3.1 block – qHTS for Inhibitors of KCHN2 3.1: Mutant qHTS; 340,000 compounds, 0.95% hits; Potassium voltage-gated channel subfamily H member 2, brain isoform KCNH2 3.1 (human); U2OS KCNH2 3.1, thallium flux FluxOr; active compounds read low; activity change, % (tested at about 1.8 µM); AID 720553, 2013;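 active = maximum activity change below -70%; inconclusive = maximum activity change from -70% to -50%; inactive = maximum activity change above -50%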;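 note: thallium influx rate constant from kinetic fluorescence after stimulation buffer; % is set by controls: 0 for no effect and ±100 for the full control effect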
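U2OS cells transduced with KCNH2 3.1 mutant virus (1.77 x 10^8 /mL, 4 h), plated overnight at 37 C, loaded 45 min with FluxOr dye plus Red40 quencher. Thallium flux rate constant from kinetic reads after stimulation buffer, normalised to controls.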
TRPV1 agonist – HTS Assay for Compounds that Act as Agonists of the Vanilloid Receptor 1; Transient receptor potential cation channel subfamily V member 1 (Homo sapiens), Q8NER1; TRPV1-expressing cells, Fluo-8 calcium influx, agonist mode; activation, % at 8.33 µM; 320,000 compounds, 0.19% hits; AID 540275, 2011; in the data active = activation above about 80%; inconclusive = between about 30% and that limit; note: 0% is about no effect
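Fluo-8 calcium influx in TRPV1-expressing cells, kinetic read (ex 480/em 520 nm). Compound added and read 3 min for agonist activity, followed by capsaicin at EC20 final and 2 min further read for enhancement.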
CXXC DNA block – qHTS Fluorescence Polarization Assay for Inhibitors of MLL CXXC domain - DNA interaction. MLL-CXXC / FITC-HOXA9 DNA fluorescence polarization. 290,000 compounds, 0.037% hits. Potency, µM (doses to about 115 µM), for the others: at the top dose activity change, negative = inhibition, usual class: inhibitors. Histone-lysine N-methyltransferase 2A (Homo sapiens), Q03164; active = well fitted inhibition curve with a large enough effect in the polarisation, with a control signal flat, not every such curve was filed as active; inconclusive = small, poorly fitted or top-dose-only effect, or effect the other way, or a change in a side signal; inactive = no such curve, though single readings can be large or run the other way; the % refers to the polarisation; note: potency is the fitted concentration of half-maximal effect
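Purified MLL-CXXC (added from a 7 uM solution) was preincubated 5 min at ambient with pinned compounds in 50 mM Tris-HCl pH 7.5, 50 mM NaCl, 1 mM DTT, 0.05% BSA. Fluorescein-labeled HOX-A9 DNA (50 nM solution) followed, 30 min, then polarization read.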
* hit, by the source's call; ? = inconclusive; / = no result given; [ ] = dose if it differs, or a comment. Unless noted, calls come from the whole dose curve; as a rule, active = well fitted curve in the direction sought with a large enough effect; inconclusive = small, poorly fitted or top-dose-only effect, or another doubt; inactive = no such curve, though single readings can be large; an effect the other way counts as inactive or inconclusive.

SMILES	Coupling enz	MBNL1-CUG inh	a7 integrin act	S-ASM inh	AT treatment	hERG WT inh	GALK inh	KCNH2 3.1 block	TRPV1 agonist	CXXC DNA block
Cc1ccc(N2C(=O)c3ccccc3C2=O)cc1Cl	-2	4%	-5%	3%	-2%	-4	1%	0	0	-2%
O=C(NN1C(=O)c2ccccc2NC1c1ccco1)c1ccccc1 (stereo not given)	4	-8%	12%	27%	2%	-11	0%	9	3	-3%
Cc1ccc(S(N)(=O)=O)cc1NC(=O)/C=C/c1cccs1	1	?	9%	0%	3%	10	0%	/	2	-2%
O=C(O)c1cccc(OCCN2CCCC2=O)c1	3	-1%	4%	-3%	-1%	2	-3%	-12	2	-2%
Cc1cc(Cl)ccc1Oc1ncnc2onc(C)c12	2	-1%	0%	4%	1%	/	5%	-1	5	-12%
Cc1ccc2c(c1)c1ccc3c(c1n2C)C(=O)C=CC3=O	-12	7%	-50%[inhibitor]	-12%	-11%	1	/	3	4	5%
Cc1ccc(C)c(Cn2c(=O)n(CCCC(=O)NCc3ccco3)c(=O)c3sccc32)c1	2	-10%	-26%	-3%	2%	-3	-1%	-15	8	-3%
COc1ccc(S(=O)(=O)NCCSCc2ccco2)cc1Cl	1	-4%	-13%	0%	-5%	8	0%	-6	-1	5%
CCOc1ccc2nc(SCC(=O)Nc3ccc4c(c3)OCCO4)[nH]c2c1	1	-10%	8%	-7%	0%	9	1%	-15	14	3%
CCN(CC)C(=O)C1=C(C)Nc2nc3ccccc3n2C1c1cccc(OC)c1 (stereo not given)	2	3%	17%	-1%	3%	1	-2%	-4	1	9%
Cc1ccc(S(=O)(=O)N2CCC(=O)N(CCOCc3cccc(C(F)(F)F)c3)CC2)cc1	1	18%	0%	-2%	5%	3	/	-3	?	-2%
O=C(Nc1ccc(N2CCOCC2)cc1)c1cnsn1	-6	8%	20%	-11%	-3%	-3	1%	-4	0	2%
CCN(CC(=O)Nc1c(F)cccc1F)C(=O)CC1CCCCC1	/	/	-25%	2%	-5%	0	/	4	6	/
Cc1noc(C)c1NC(=O)Nc1cccc2c1O[C@H](CN(C)C(=O)Nc1ccc3c(c1)OCO3)[C@@H](C)CN([C@H](C)CO)C2=O	/	/	-3%	2%	5%	-4	/	-1	/	/
COc1cccc(CN2CC(C(=O)NC3(c4ccccc4)CC3)CCC2=O)c1 (stereo not given)	/	1%	0%	3%	10%	21	-5%	/	1	27%

A different layout for 2 compounds above:
| molecule | Coupling enz | MBNL1-CUG inh | a7 integrin act | S-ASM inh | AT treatment | hERG WT inh | GALK inh | KCNH2 3.1 block | TRPV1 agonist | CXXC DNA block |
| --- | --- | --- | --- | --- | --- | --- | --- | --- | --- | --- |
| Cc1cc(Cl)ccc1Oc1ncnc2onc(C)c12 | 2 | -1% | 0% | 4% | 1% | / | 5% | -1 | 5 | -12% |
| O=C(Nc1ccc(N2CCOCC2)cc1)c1cnsn1 | -6 | 8% | 20% | -11% | -3% | -3 | 1% | -4 | 0 | 2% |

(more compounds)
SMILES	Coupling enz	MBNL1-CUG inh	a7 integrin act	S-ASM inh	AT treatment	hERG WT inh	GALK inh	KCNH2 3.1 block	TRPV1 agonist	CXXC DNA block
COc1ccc(-c2nnc(-c3cc(OC)c(OC)c(OC)c3)o2)cc1OC	1	9%	?	4%	/	0	1%	3	2	-11%
O=C1CCCC2=C1C(c1ccc(Cl)cc1)N1C(=O)CCSC1=N2 (stereo not given)	0	11%	0%	6%	3%	-10	0%	11	-8	-6%
CCOC(=O)c1ccc(S(=O)(=O)n2c(=O)oc3ccccc32)cc1	/	/	-16%	0%	9%	2	/	3	?	/
OC1(c2ccc(Cl)cc2)CN(c2ccccc2)C2=[N+]1CCS2 (stereo not given)	-8	0%	0%	-3%	-12%	5	5%	4	?	2%
COc1cc(C(=O)OCc2csc(CC(=O)Nc3ccccc3C)n2)ccc1OCC(C)C	/	/	-13%	-12%	-5%	-6	/	-12	1	/
Cc1cccc(CN2C(=O)CSc3ccc(C(=O)NC4CC4)cc32)c1	1	0%	-8%	-2%	8%	7	-3%	-5	?	-3%
CCOC(=O)CC1C(=O)NCCN1c1nc2ccc(C)cn2c(=O)c1/C=C1\SC(=S)N(CC(C)C)C1=O (stereo not given)	-5	6%	-48%[inhibitor]	-26%	-7%	-18	3%	-22	?	?
COc1ccc(-c2cc(C(=O)N3CCN(c4ncccn4)CC3)c3ccccc3n2)cc1OC	/	/	15%	58%[activator]	-7%	16	/	-142*	0	/
Cc1cc(C)nc(SCC(=O)Nc2ccc(S(=O)(=O)Nc3onc(C)c3C)cc2)n1	0	4%	-23%	4%	11%	-3	2%	-3	/	16%
O=C(Nc1ccccn1)c1ccccc1	/	/	0%	9%	/	6	/	-7	/	/
CCN(CC)c1ccc2cc(/C(N)=N/NC(=O)c3cccs3)c(=O)oc2c1	4	16%	/	/	6%	/	1%	/	19	?
CN(CC(O)COc1ccc(OCC(O)CN(C)C2CCCCC2)cc1)C1CCCCC1 (stereo not given)	-1	5%	-61%[inhibitor]	-7%	/	-4	-3%	-11	2	-19%
O=C(CCC(=O)N1CCOc2ccccc21)NC1CCN(Cc2ccccc2)CC1	-2	0%	6%	0%	-2%	13	/	-3	-2	/
c1ccc2nc(-c3nccs3)ccc2c1	3	17%	10%	1%	12%	2	1%	-35	4	-3%
O=C(CN1C(=O)NC2(CCc3ccccc32)C1=O)Nc1cccc(Cl)c1 (stereo not given)	/	/	23%	-3%	10%	-1	/	-2	/	/
Cc1ccc(N2CCN(C(=O)N3CCCC3)CC2)cc1C	7	-5%	-17%	2%	/	-5	-1%	-1	94*	-9%
CC(C)CNC(=O)C(=O)NCc1ccccc1	-2	-9%	?	-2%	12%	12	3%	/	21	-4%
C=CCn1c(CCCNC(=O)C(C)(C)C)nc2ccccc21	1	1%	-8%	5%	-6%	-13	2%	4	3	12%
CCOC(=O)c1ccc(N2N=C(C)/C(=C/C=C/c3ccco3)C2=O)cc1	1	1%	-30%	?	-3%	-9	-1%	12	2	-12%
CCC1CCCCN1C(=O)CSc1nc2ncccc2[nH]1 (stereo not given)	/	0%	-9%	0%	8%	-27	8%	-2	15	-7%
CS(=O)(=O)N1CCN(c2ccc(NC(=O)c3ccccc3)cc2)CC1	1	-5%	-12%	4%	2%	3	9%	0	5	14%
CC(Oc1ccc2ccccc2c1)C(=O)NNC(=O)Nc1ccccc1 (stereo not given)	0	0%	17%	-3%	2%	-1	2%	9	-3	15%
O=C(CCN1C(=O)C2C3CCC(C3)C2C1=O)OCC(=O)c1ccc(Cl)cc1 (stereo not given)	/	0%	26%	-2%	4%	-9	0%	4	1	30%
COc1ccc(C(=O)N(C)CC(=O)Nc2cccc(F)c2)cc1S(=O)(=O)NC1CCCC1	/	/	-15%	3%	2%	-4	/	17	-1	/
COc1cc2c(cc1OC)/C(=C/C(=O)c1ccc(F)cc1)NCC2	0	?	-12%	-3%	-5%	-3	0%	-11	3	-5%

Complete entries from above. Order of screens: Coupling enz, MBNL1-CUG inh, a7 integrin act, S-ASM inh, AT treatment, hERG WT inh, GALK inh, KCNH2 3.1 block, TRPV1 agonist, CXXC DNA block
`CS(=O)(=O)N1CCN(c2ccc(NC(=O)c3ccccc3)cc2)CC1` is entered as 1, -5%, -12%, 4%, 2%, 3, 9%, 0, 5, 14%
`CC(C)CNC(=O)C(=O)NCc1ccccc1` is entered as -2, -9%, ?, -2%, 12%, 12, 3%, /, 21, -4%
`CCC1CCCCN1C(=O)CSc1nc2ncccc2[nH]1` (stereo not given) is entered as /, 0%, -9%, 0%, 8%, -27, 8%, -2, 15, -7%
`C=CCn1c(CCCNC(=O)C(C)(C)C)nc2ccccc21` is entered as 1, 1%, -8%, 5%, -6%, -13, 2%, 4, 3, 12%
